High-throughput results as filed in PubChem.
DNMT1 block = blocks human DNA methyltransferase DNMT1. DNMT1 molecular beacon, Hinp1I cleavage, fluorescence. inhibition (reported as % activation of signal), % at 10 µM. actives 0.83% (n = 360,000); in the data active = inhibition above about 50%
MsrA inhibitor = inhibitors of bovine MsrA; purified bovine MsrA, absorbance read-out; inhibition, % at 15.5 µM; actives 0.75% (n = 360,000); AID 651718; in the data active = inhibition above about 4.5%;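 note: 0% = vehicle wells with enzyme and 100% = reference inhibitor wells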
NadD block = inhibitors of Staphylococcus aureus NadD | inhibition, % at 20 µM | actives 0.78% (n = 360,000) | purified NadD enzyme, colorimetric absorbance read-out | AID 602399; in the data active = inhibition above about 26%; note: some compounds past the cut are filed as inactive
LMPTP inh = blocks human LMPTP phosphatase | P24666 | recombinant LMPTP-A, OMFP fluorogenic substrate, fluorescence intensity | inhibition, % at 20 µM | actives 0.22% (n = 360,000) | AID 651560;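 active = compounds that cut the enzyme signal by at least half of the control window in the single-dose screen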;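 note: plate controls were DMSO wells with enzyme plus substrate for no effect and substrate without enzyme for full effect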
Target sequence (P24666 whole entry, looked up): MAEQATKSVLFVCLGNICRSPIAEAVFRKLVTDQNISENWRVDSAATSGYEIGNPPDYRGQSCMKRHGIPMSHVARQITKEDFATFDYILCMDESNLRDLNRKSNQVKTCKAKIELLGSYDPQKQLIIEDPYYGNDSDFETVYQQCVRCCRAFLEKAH
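test system = LMPTP-A | amount = 0.625 nM LMPTP-A final | reagent = fluorogenic phosphatase substrate OMFP at 400 µM final | incubation = 50 min at room temperature | benchmarks = no-enzyme low control, uninhibited high control | medium = Bis-Tris pH 6.0, DTT, detergent | signal = fluorescence intensity of OMFP turnover product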
Scp-1 inhibitor = Scp-1 (human) phosphatase inhibition. actives 0.88% (n = 340,000). AID 493091. Recombinant Scp1, phosphopeptide, malachite green phosphate absorbance. Q9GZU7. inhibition, % at 20 µM;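 active = inhibition above about 50% at 20 µM, limit read from the data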;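 note: plate controls were DMSO wells with enzyme for no effect and wells lacking enzyme for full effect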
Target sequence (Q9GZU7 76-261 limits assumed): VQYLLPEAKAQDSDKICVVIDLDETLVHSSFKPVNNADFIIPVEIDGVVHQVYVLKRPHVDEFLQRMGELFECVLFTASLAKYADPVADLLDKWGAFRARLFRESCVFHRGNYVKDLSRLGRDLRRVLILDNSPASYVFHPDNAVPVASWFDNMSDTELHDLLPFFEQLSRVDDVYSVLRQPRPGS
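Material: truncated SCP-1 phosphatase (76-261aa) / Buffer or medium: 50 mM Tris acetate pH 5.5, 0.005% Tween-20, 10 mM MgCl2 / Compound dosing: one concentration, 20 µM, with 1.0% DMSO / Incubation: 45 min room-temperature reaction, 5 min colour, 30 min stabiliser / Detection: colorimetric free-phosphate detection, absorbance 630 nm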
Rpn11 block = inhibitors of human proteasome Rpn11; O00487; human 26S proteasome, Ub4-pepOG fluorescence polarization; 20S core pre-blocked with epoxomicin; calls only at 20 µM; actives 0.59% (n = 360,000);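 active = inhibition at 20 µM, scaled to each plate's controls, above about 33%, limit read from the data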
Target sequence (O00487 whole entry, looked up): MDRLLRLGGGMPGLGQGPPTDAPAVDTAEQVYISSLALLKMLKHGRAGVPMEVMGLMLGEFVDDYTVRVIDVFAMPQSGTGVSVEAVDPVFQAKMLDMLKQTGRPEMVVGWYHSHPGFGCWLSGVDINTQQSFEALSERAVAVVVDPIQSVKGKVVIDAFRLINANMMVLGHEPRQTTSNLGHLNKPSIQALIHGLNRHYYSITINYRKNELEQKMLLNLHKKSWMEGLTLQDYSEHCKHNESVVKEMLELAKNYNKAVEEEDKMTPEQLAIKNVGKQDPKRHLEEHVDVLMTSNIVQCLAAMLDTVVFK
STEP block = STEP (human) phosphatase inhibition; recombinant STEP, OMFP fluorogenic substrate, fluorescence; inhibition, % at 20 µM; actives 0.25% (n = 360,000);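 active = inhibition at 20 µM, scaled per plate between control wells, above about 37%, limit read from the data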;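 note: 0% = DMSO with enzyme and substrate and 100% = substrate only without enzyme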
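Assay system: isolated STEP enzyme / Timing: 20 min at room temperature, dark / Doses: 20 µM, 1% DMSO / Technique: fluorescence intensity, excitation 480 nm, emission 540 nm / Reagent: fluorogenic phosphatase substrate OMFP at 25 µM final / Measure: percent inhibition scaled to no-enzyme and uninhibited-enzyme controls, plate-pattern corrected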
Tb MetRS inh = Trypanosoma brucei MetRS inhibition; purified T. brucei MetRS, ATP depletion, Kinase-Glo luminescence; inhibition, % at 11.9 µM; actives 0.4% (n = 360,000); AID 624268;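 active = inhibition above a per-plate cutoff of the control wells' mean inhibition plus 3 SD, cut at about 5.5% in these data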;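 note: 0% = DMSO wells median and 100% = median of wells with control inhibitor compound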
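Dosing: 11.9 µM compound single dose, 0.9% DMSO; Assay system: purified T. brucei MetRS enzyme; Measured by: Kinase-Glo luciferase luminescence reporting remaining unconsumed ATP; Schedule: 15 min plus 2 h at 25 °C.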
SUMO1 PPI mod = alters human SUMO1 binding to SIM partners; actives 0.33% (n = 360,000); AID 602429; P63165; SUMO1 binding to a labelled peptide, TR-FRET, 1 h; inhibition, % at 20 µM; in the data active = inhibition above about 37%
CSN inh = blocks human CSN-mediated cullin deneddylation; Purified CSN, SCF-Nedd8-OG deneddylation, fluorescence polarization; inhibition, % at 12.5 µM; actives 0.38% (n = 360,000);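 active = pattern-corrected inhibition above about 35%, with an unprinted fluorescence ratio check between 0.5 and 1.5, limit read from the data, passing the limit was not always enough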;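 note: 0% = enzyme with substrate and 100% = substrate without enzyme; some results filed as inactive read as strong as hits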
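Assay system: purified human Csn5 enzyme expressed in HEK293T cells; Input: 0.24 nM Csn5 enzyme, final concentration; Reagent: 10 nM SCFSkp2-Nedd8OG; Compound dosing: 12.5 µM single point; Times: reaction 90 min, room temperature; Technique: fluorescence polarization readout.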
An asterisk follows results filed as active; i = inactive.

Order of values: Scp-1 inhibitor	MsrA inhibitor	STEP block	SUMO1 PPI mod	DNMT1 block	CSN inh	Tb MetRS inh	LMPTP inh	Rpn11 block	NadD block
#1 CCOc1ccc(NC(=O)C(=O)NCc2ccncc2)cc1
→ -2.3	-0.3	-0.6	-3.4	3.8	-11.1	0.6	0.2	i	-1.9
#2 COc1ccccc1NC(=O)CSc1nnc(Cc2cccn2C)n1-c1ccc(F)cc1
→ -8.0	-0.3	-0.7	4.2	-0.3	-6.9	-1.2	0.7	i	-1.0
#3 CCCCOc1ccccc1C(=O)N(Cc1ccc(C)o1)C1CCS(=O)(=O)C1 (configuration not stated)
→ -5.1	-0.6	-2.4	2.8	0.9	-2.2	-0.2	-0.9	i	2.2
#4 O=C(N/N=C/c1cc([N+](=O)[O-])c(N2CCOCC2)cc1N1CCOCC1)c1cccnc1
→ -5.0	2.5	-1.1	-10.6	-0.3	-3.0	-0.8	1.3	i	-6.7
#5 COc1cccc(/C=C(/C(=O)OCC(=O)NCC2CCCO2)c2ccccc2)c1 (configuration not stated)
→ -8.0	3.6	1.5	-6.1	-2.8	1.3	-0.2	1.5	i	-1.5
#6 O=C1CCC(c2ccccc2)(c2ccccc2)CC1
→ -11.0	-1.6	-1.9	4.4	-1.5	0.1	-0.6	0.4	i	-5.2
#7 O=C(Nc1cccc(F)c1)Nc1ccc2c(c1)C(=O)OC2
→ -4.0	-1.3	0.6	2.5	4.0	4.5	-0.4	0.1	i	-0.9
#8 COc1cccc(-n2c(=S)[nH]c3c(oc4ccccc43)c2=O)c1
→ -5.6	0.6	0.0	4.2	1.5	-3.2	-0.2	-0.9	i	-4.2
#9 Cc1ccccc1-c1nc(CS(=O)CC(=O)NCc2ccc3c(c2)OCO3)c(C)o1 (configuration not stated)
→ -13.3	1.2	1.8	-2.0	-1.3	-0.3	-0.2	1.8	i	1.4
#10 Cc1ccccc1C(=O)NC1CCN(CC(=O)Nc2ccc(N(C)C)cc2)CC1
→ -4.7	0.6	-2.3	1.5	-5.2	0.3	0.2	2.5	i	2.0
#11 CC(=O)Nc1cccc(N=NN2CCOCC2)c1
→ -2.9	2.4	-0.9	0.0	9.1	-3.2	0.0	0.7	i	-1.2
#12 CCc1nc2ccc(C(=O)N3CCN(c4ccccc4F)CC3)cc2nc1CC
→ -3.5	0.5	1.5	-2.4	-1.4	0.4	-0.1	0.4	i	-7.0
#13 O=C(O)C1Oc2ccccc2C1c1ccccc1 (configuration not stated)
→ -5.0	0.8	2.0	7.6	3.2	-0.2	-0.4	-1.6	i	-3.7
#14 COc1ccc(/C=C(\NC(=O)c2ccccc2)C(=O)OCC2CCCN3CCCCC23)cc1OC (configuration not stated)
→ -2.3	2.5	0.7	-3.6	6.7	0.9	-0.6	0.4	i	-5.0
#15 COc1ccc(N(Cc2cc3cc(OC)ccc3[nH]c2=O)C(=O)C2CCCO2)cc1 (configuration not stated)
→ -7.6	0.6	1.1	0.6	-0.5	-0.6	-0.2	0.2	i	5.3
#16 Cc1ccc(-c2nn(CC(=O)Nc3ccc4c(c3)nc3n4CCOC3)c(=O)c3ccccc23)cc1
→ 2.5	0.4	1.8	13.7	14.9	8.1	-0.8	19.0	i	1.9
#17 CN(C)C(=O)CSc1ncccc1-c1nc2ccccc2[nH]1
→ -8.1	-0.3	-1.5	7.0	-1.0	9.5	0.6	-3.1	i	-1.4
#18 COc1ccc(C2=NN(C(=O)CN3CCOCC3)C(c3nc4ccccc4[nH]3)C2)cc1 (configuration not stated)
→ -0.5	0.0	0.4	-4.9	-4.9	-4.4	0.6	-0.1	i	2.5
#19 CNC(=S)N/N=C(\C)c1ccc2c(c1)OCO2
→ -16.6	1.5	3.1	-6.4	-0.8	6.4	-0.3	-1.5	i	-6.8
#20 Cn1c(CNC(=O)c2ccco2)nnc1SCC(=O)Nc1cccc(Br)c1
→ 4.7	1.0	3.1	-3.8	-0.4	0.2	0.2	-1.0	i	3.0
#21 CC(=O)c1ccc(NC(=S)NCCc2ccccn2)cc1
→ -7.8	-0.3	7.7	-0.3	2.0	-0.9	-0.1	-1.9	i	-4.0
#22 CCOc1ccccc1CNC(=O)C1CCN(c2nn3c(=O)cc(C)nc3s2)CC1
→ 5.9	-0.4	3.2	10.2	-1.4	1.7	-0.4	-0.9	i	9.8
#23 Cc1cccc2sc(N(CCCN(C)C)C(=O)c3ccco3)nc12
→ 2.2	0.5	-0.6	-6.6	-2.1	6.2	-0.5	-0.6	i	-7.3
#24 CC(Nc1cccc2ccccc12)C(=O)N/N=C/c1ccc([N+](=O)[O-])cc1 (configuration not stated)
→ 0.2	2.2	2.0	-18.5	-13.3	2.1	0.8	1.8	i	13.8
#25 CCc1ccc(NC(=O)c2ccc(S(=O)(=O)NCc3cccnc3)cc2)cc1
→ 3.7	-0.9	-1.0	1.6	1.4	3.1	0.0	-1.3	i	-3.1

Copied from the listing for reference:
Order of values: Scp-1 inhibitor	MsrA inhibitor	STEP block	SUMO1 PPI mod	DNMT1 block	CSN inh	Tb MetRS inh	LMPTP inh	Rpn11 block	NadD block
#17 CN(C)C(=O)CSc1ncccc1-c1nc2ccccc2[nH]1
→ -8.1	-0.3	-1.5	7.0	-1.0	9.5	0.6	-3.1	i	-1.4
#18 COc1ccc(C2=NN(C(=O)CN3CCOCC3)C(c3nc4ccccc4[nH]3)C2)cc1 (configuration not stated)
→ -0.5	0.0	0.4	-4.9	-4.9	-4.4	0.6	-0.1	i	2.5
#19 CNC(=S)N/N=C(\C)c1ccc2c(c1)OCO2
→ -16.6	1.5	3.1	-6.4	-0.8	6.4	-0.3	-1.5	i	-6.8
#20 Cn1c(CNC(=O)c2ccco2)nnc1SCC(=O)Nc1cccc(Br)c1
→ 4.7	1.0	3.1	-3.8	-0.4	0.2	0.2	-1.0	i	3.0
#21 CC(=O)c1ccc(NC(=S)NCCc2ccccn2)cc1
→ -7.8	-0.3	7.7	-0.3	2.0	-0.9	-0.1	-1.9	i	-4.0
#22 CCOc1ccccc1CNC(=O)C1CCN(c2nn3c(=O)cc(C)nc3s2)CC1
→ 5.9	-0.4	3.2	10.2	-1.4	1.7	-0.4	-0.9	i	9.8
